TbPYK inhibitor = qHTS of Trypanosoma Brucei Inhibitors; pyruvate kinase (Trypanosoma brucei), Q57TT1; TbPYK enzyme, Kinase-Glo Plus ATP luminescence, 45 min; Potency, µM (doses to about 76.8 µM), for the others: at the highest dose activity, negative = inhibition, hits mostly inhibitors; 410,000 compounds, 0.12% hits; AID 624173, 2012; note: potency is the fitted concentration of half-maximal effect; nearly all actives have a fitted effect of over 50% in size
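Activity of T. brucei pyruvate kinase was followed by Kinase-Glo Plus luminescence after the enzyme reacted 45 min at room temperature with 130 uM ADP (final) and substrate. Test compounds were added before ADP at multiple concentrations.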
Sm TGR inh = qHTS Assay for the Inhibitors of Schistosoma Mansoni Peroxiredoxins | Schistosoma mansoni thioredoxin glutathione reductase (TGR), Q962Y6 | purified TGR, DTNB reduction, TNB absorbance 405 nm | Potency, µM (top dose mostly 114 µM), inactives show at the top dose activity change, negative = inhibition, hits mostly inhibitors | 360,000 compounds, 3% hits | AID 485364, 2010; note: potency is the fitted concentration of half-maximal effect; nearly all actives have a fitted effect of over 60% in size
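Kinetic colorimetric format: TGR-catalysed, NADPH-driven DTNB reduction monitored via TNB absorbance. Enzyme dispensed at 20 nM; compound exposure 15 min at room temperature before reaction start.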
LmPK inhibitor = qHTS Assay for Inhibitors of Leishmania Mexicana Pyruvate Kinase (LmPK); Q27686; purified LmPK, Kinase-Glo ATP luminescence, 1 h; Potency, µM (series often up to 57.5 µM), without a hit: at the highest dose activity change, negative = inhibition, actives largely listed as inhibitors; 290,000 compounds, 0.37% hits; note: potency is the fitted concentration of half-maximal effect
Target sequence (Q27686 whole entry, looked up): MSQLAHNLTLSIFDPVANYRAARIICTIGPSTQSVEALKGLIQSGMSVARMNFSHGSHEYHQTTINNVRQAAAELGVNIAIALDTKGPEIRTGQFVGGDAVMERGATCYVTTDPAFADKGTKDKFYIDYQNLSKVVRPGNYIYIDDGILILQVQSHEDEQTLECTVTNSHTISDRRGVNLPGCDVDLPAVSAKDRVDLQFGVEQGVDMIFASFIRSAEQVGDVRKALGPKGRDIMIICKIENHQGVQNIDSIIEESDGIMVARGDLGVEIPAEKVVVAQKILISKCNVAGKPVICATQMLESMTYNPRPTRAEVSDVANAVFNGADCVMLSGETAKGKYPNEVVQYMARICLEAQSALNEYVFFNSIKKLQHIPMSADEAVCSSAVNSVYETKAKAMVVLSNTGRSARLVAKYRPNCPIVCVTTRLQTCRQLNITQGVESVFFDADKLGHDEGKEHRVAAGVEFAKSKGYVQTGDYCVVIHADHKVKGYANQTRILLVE
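ATP generated from ADP (0.1 mM) and PEP (0.5 mM) by 0.1 nM LmPK over 1 h at room temperature (pH 7.2 imidazole buffer) was detected by coupled luciferase luminescence. Values were normalized to uninhibited and no-enzyme wells.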
AmpC detergent = qHTS Inhibitors of AmpC Beta-Lactamase (assay with detergent). P00811. AmpC hydrolysis of nitrocefin, absorbance 480 nm, 0.01% Triton. Potency, µM (highest dose often 114 µM), for the others: at the top dose activity change, negative = inhibition, hits mostly inhibitors. 370,000 compounds, 0.041% hits;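 note: potency is the fitted concentration of half-maximal effect; 0% = no-compound wells and -100% = no-enzyme wells; nearly all actives have a fitted effect of over 25% in size; some results filed as inactive show a strong effect at the top dose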
Target sequence (P00811 whole entry, looked up): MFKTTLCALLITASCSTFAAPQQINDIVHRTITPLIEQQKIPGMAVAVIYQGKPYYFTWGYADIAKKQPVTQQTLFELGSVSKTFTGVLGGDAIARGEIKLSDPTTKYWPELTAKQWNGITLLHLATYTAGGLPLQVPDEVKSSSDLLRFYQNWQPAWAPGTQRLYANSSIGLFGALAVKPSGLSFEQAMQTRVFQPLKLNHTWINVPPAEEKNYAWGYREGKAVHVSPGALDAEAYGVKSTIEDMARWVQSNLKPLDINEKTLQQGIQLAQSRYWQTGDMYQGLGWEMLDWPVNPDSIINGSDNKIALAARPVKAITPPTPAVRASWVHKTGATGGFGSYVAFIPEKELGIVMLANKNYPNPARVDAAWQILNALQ
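AmpC (5.3 nM in the dispensed reagent) in 20 mM phosphate pH 7.0 with 0.01% (detergent screen) or 0.0001% Triton X-100 was preincubated with compounds for 15 min at room temperature. Nitrocefin was then added from an 800 uM solution, and hydrolysis was followed at 480 nm.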
AMA1 RON2 block = qHTS for Inhibitors of AMA1-RON; Towards Development of Antimalarial Drug Lead: Primary Screen; Plasmodium falciparum AMA1 (3D7) - RON2 peptide interaction; 360,000 compounds, 0.2% hits; Potency, µM (titrated, usually from 58.2 µM), for the others: at the top dose activity change, negative = inhibition, usual class: inhibitors; AlphaScreen AMA1-biotinylated RON2 peptide binding; AID 720542, 2013;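 note: potency is the fitted concentration of half-maximal effect; 0% = vehicle wells and -100% = peptide control; nearly all actives have a fitted effect of over 45% in size; some results filed as inactive show a strong effect at the top dose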
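AMA1 (3D7) with his tag at 25 nM final met compounds first, then biotinylated RON2 peptide at 25 nM; detection used donor plus acceptor beads, 10 µg/mL apiece, read by AlphaScreen after 30 min at room temperature.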
HCMV antiviral = qHTS Assay for inhibitors of the human cytomegalovirus (HCMV); 410,000 compounds, 4.5% hits; HFF cells, HCMV-luciferase reporter, 72 h; stronger effect = lower value; activity change, negative = inhibition, % at 57.5 µM; in the data active = activity change below about -60%; inconclusive = no clear call, values can overlap the other calls; inactive = above about -39%
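Inhibition of viral replication was scored as loss of reporter luminescence in HFFs infected with HCMV-luciferase (MOI 1 PFU/cell) for 72 h; compounds tested at 2 doses, normalized to buffer and Salinomycin controls.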
AmpC inh no detg = qHTS Inhibitors of AmpC Beta-Lactamase (assay without detergent). P00811. AmpC nitrocefin hydrolysis, absorbance 480 nm, 0.0001% Triton. Potency, µM (series often up to 57.1 µM), for the others: at the highest dose activity change, negative = inhibition, actives largely listed as inhibitors. 330,000 compounds, 0.52% hits;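 note: potency is the fitted concentration of half-maximal effect; plate controls were no compound for no effect and no enzyme for full effect; nearly all actives have a fitted effect of over 20% in size; some results filed as inactive show a strong effect at the top dose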
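20 mM phosphate pH 7.0 + 0.01% (detergent screen) or 0.0001% Triton X-100; 5.3 nM AmpC reagent; cpd preinc 15 min RT; nitrocefin (800 uM stock) to start; A480 q20 s × 4 min; Activity was normalised to no-enzyme and no-compound control wells.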
Numbers without * were called inactive; ? = inconclusive; nt = no result given; [ ] = another dose, or the depositor's remark. Unless noted, calls come from the whole dose curve; as a rule, active = well fitted curve in the direction sought with a large enough effect; inconclusive = small, poorly fitted or top-dose-only effect, or another doubt; inactive = no such curve, though single readings can be large; an effect the other way counts as inactive or inconclusive. Unless noted, % is set by controls: 0 for no effect and ±100 for the full control effect.

SMILES	TbPYK inhibitor	Sm TGR inh	LmPK inhibitor	AmpC detergent	AMA1 RON2 block	HCMV antiviral	AmpC inh no detg
CC(=O)Nc1nonc1-c1nc2ccccc2n1CCC(C)C	-4%	2%	3%	2%	-1%	?	-17%
O=C(c1ccc(Oc2ccccc2)cc1)c1nc2c(n1O)CCCC2	0%	10%	-4%	7%	30%	12	-21%
CC1CC(=O)N(CC(=O)Nc2ccccc2F)c2ccccc2S1(=O)=O (centres undefined)	-2%	-15%	0%	?	8%	-1	-14%
CCOc1ncccc1C(=O)OCC(=O)NCc1ccccc1	2%	nt	nt	nt	-4%	30	-7%
CCO/C(C)=N/Oc1cnc2ccccc2c1	-3%	nt	nt	nt	5%	9	nt
C=C(C)CNC(=O)C1CCC(=O)N(CCCc2ccccc2)C1 (centres undefined)	2%	nt	nt	nt	-3%	-31	nt
CC(=O)Nc1ccc(S(=O)(=O)N/N=C/c2ccc(C)s2)cc1	10%	0%	0%	4%	-14%	33	-24%
O=C(COC(=O)/C=C/c1ccco1)NCCc1ccccc1	-4%	22µM*	-2%	?	3%	2	-28%[11.4 µM]
O=C(NC1CCN(C(=S)Nc2ccc(Cl)cc2)CC1)c1ccco1	-3%	-5%	-2%	-6%	3%	-22	-11%
O=C(CSc1ccc2ccccc2c1)N1CCN(c2ccc(O)cc2)CC1	?	50µM*	-5%	4%	-10%	-78*	-22%
Cc1nnc2c3ccccc3c(-c3ccc(O)cc3)nn12	-12%	1%	1%	?	-12%	34	-16%
O=C(C1CCCN(S(=O)(=O)Cc2ccccc2)C1)N1CCCCC1 (centres undefined)	1%	8%	6%	-6%	-1%	1	19%
CCCn1c(C)cc(C(=O)COc2ccc(-c3nnco3)cc2)c1C	0%	-21%	1%	5%	-10%	-4	-9%
CCN1CCc2nc3sc(C(=O)Nc4cccc(Cl)c4C)c(N)c3cc2C1	-12%	0%	nt	15%	nt	?	nt
Cc1nc(NC(=O)C(C)(C)C)sc1C(=O)Cn1cc(CCCC#N)nn1	3%	nt	nt	nt	8%	-16	nt
Cc1ccc(S(=O)(=O)CCC(=O)Nc2cccc(Cl)c2)cc1	-8%	-28%	1%	0%	-12%	?	-19%
CCC(C)NC(=O)C1CCN(S(=O)(=O)c2cccc3nonc23)CC1 (centres undefined)	-7%	-3%	0%	-6%	0%	22	-16%
COc1ccc2[nH]c3c(c2c1)CCN(C(=O)CCC1CCCC1)C3c1ccc(F)cc1 (centres undefined)	3%	-7%	nt	8%	nt	-82*	nt
CC(=O)Nc1c(O)nc(SCc2ccccc2C#N)[nH]c1=O	1%	0%	-5%	-3%	17%	-12	-8%
CC(=O)N1CCOc2ccc(S(=O)(=O)NCc3ccc(Cl)cc3)cc21	4%	1%	-1%	-15%	0%	0	-12%
CCc1ccccc1NC(=O)CSc1ncc2c(n1)-c1cc(Cl)ccc1N(Cc1ccccc1)S2(=O)=O	2%	4%	nt	2%	nt	-25	nt
O=C(Nc1cccc(C(F)(F)F)c1)c1ccco1	3%	9%	1%	-13%	7%	-14	-32%
NC(Cc1cccc2nsnc12)C(=O)O (centres undefined)	-1%	-33%	-1%	?	12%	17	-19%
Cc1ccc([C@@H]2[C@@H]3C(=O)N(C)C(=O)[C@@H]3[C@]3(C)C(=O)N(Cc4ccccn4)CC(=O)N23)o1	-16%	-23%	-5%	-2%	31%[activator]	-8	21%
Cc1cc(C)n(-c2ncnc3sc4c(c23)CC(C)CC4)n1 (centres undefined)	-5%	-1%	-17%	?	-1%	10	-18%
COC(=O)c1ccc(NC(=O)c2cc3cc4ccc(OC)c(Cl)c4nc3s2)cc1	-6%	4%	nt	23%	nt	36	nt
CN(C)c1ccc(CN(C(=O)c2cccs2)C2CCS(=O)(=O)C2)cc1 (centres undefined)	-1%	-1%	3%	-5%	-22%	12	22%
OC(c1ccc(F)cc1)c1nc(-c2cc3ccccc3o2)cs1 (centres undefined)	0%	nt	nt	nt	3%	104	nt
CC1(C)COC(c2ccc(F)c([N+](=O)[O-])c2)=N1	1%	50µM*	5%	-15%	13%	-32	-30%
N/C(=N/[N+](=O)[O-])N1CCN(C(=O)Oc2ccc([N+](=O)[O-])cc2)CC1	0%	-38%	1%	-1%	-7%	24	-5%
CN(C)P1(N(C)C)=NC(C(F)(F)F)=NC(C(F)(F)F)=N1	1%	9%	4%	-4%	-14%	-5	6%
CCOc1cc(/C=C2/C(=O)ON=C2C)ccc1O	-18%	-15%	-1%	-2%	-19%	-1	-9%
CCOc1ccc(OCC)c(NS(=O)(=O)c2cc(-c3cc(C)no3)ccc2C)c1	-1%[15.4 µM]	10%	nt	6%	nt	0	nt
COCCCNC(=O)CCc1c(C)nc2c(c(C)nn2-c2ccccc2)c1C	5%	-7%	0%	-3%	4%	4	64%[activator]
C/C(=C\C(=O)O)C(=O)Nc1nccs1	-9%	3%	-4%	-2%	17%	1	-9%
O=C(O)c1ccc(N/N=C/c2cn(Cc3ccc(F)cc3)c3ccccc23)cc1	5%	-7%	-2%	-1%	-23%	-21	-55%

Single records (already shown):
`O=C(O)c1ccc(N/N=C/c2cn(Cc3ccc(F)cc3)c3ccccc23)cc1` as listed: TbPYK inhibitor: 5%; Sm TGR inh: -7%; LmPK inhibitor: -2%; AmpC detergent: -1%; AMA1 RON2 block: -23%; HCMV antiviral: -21; AmpC inh no detg: -55%
`C/C(=C\C(=O)O)C(=O)Nc1nccs1` as listed: TbPYK inhibitor: -9%; Sm TGR inh: 3%; LmPK inhibitor: -4%; AmpC detergent: -2%; AMA1 RON2 block: 17%; HCMV antiviral: 1; AmpC inh no detg: -9%
`Cc1cc(C)n(-c2ncnc3sc4c(c23)CC(C)CC4)n1` (centres undefined) as listed: TbPYK inhibitor: -5%; Sm TGR inh: -1%; LmPK inhibitor: -17%; AmpC detergent: ?; AMA1 RON2 block: -1%; HCMV antiviral: 10; AmpC inh no detg: -18%

Carrying on.
SMILES	TbPYK inhibitor	Sm TGR inh	LmPK inhibitor	AmpC detergent	AMA1 RON2 block	HCMV antiviral	AmpC inh no detg
COc1ccc(NC(=O)COC(=O)c2c3c(nc4ccccc24)CCCC3)cc1	-4%	-2%	1%	?	-1%	-28	-44%
O=C(Nc1cc(S(=O)(=O)N2CCOCC2)ccc1N1CCOCC1)c1cnccn1	5%	-10%	1%	-8%	2%	55	-9%
O=S(=O)(c1ccc2nc(Cc3cccc(C(F)(F)F)c3)[nH]c2c1)N1CCOCC1	-3%	-17%	-2%	-6%	0%	44	-26%
O=C(NC(c1ccc(Cl)cc1)c1ccsc1)C1CCN(Cc2ccc(Oc3ccccc3)cc2)CC1 (centres undefined)	3%	nt	nt	nt	-15%	-17	nt
Cc1sc(-n2c(C)cc(C=O)c2C)c(C(=O)O)c1C	-15%	-6%	7%	-3%	6%	24	-23%
O=C(NCc1ccncc1)c1ccc(Br)cc1	1%	-1%	3%	-12%	-15%	15	-28%
CCCCOc1ccc(Br)cc1/C(C)=N/NC1=NCCN1	7%	5%	2%	3%	-12%	-100*	41%
O=c1n(Cc2ccc(Cl)cc2)c2sc3c(c2c2ncnn12)CCCC3	-2%	2%	1%	-15%	-1%	?	-26%
CC(C)CS(=O)(=O)c1oc(-c2ccc(F)cc2)nc1S(=O)(=O)c1ccccc1	-2%	1.1µM*	nt	-7%	nt	-100*	nt
CCC(C)(C)NC(=O)C1c2ccccc2Oc2ccccc21	2%	3%	1%	?	9%	7	-18%
O=C(NC(=S)Nc1cccc(C(F)(F)F)c1)c1ccc2nonc2c1	-9%	?	8%	7%	50%[activator]	?	-36%
CN1CCN(c2ccc(NC(=O)N3CCc4ccccc43)cc2)CC1	-4%	-1%	0%	8%	0%	-78*	-28%
O=C(c1ccco1)N1CCC(c2ccccc2)C1 (centres undefined)	1%	?	-10%	?	-2%	6	-2%
Cc1ccc(C)c(CN2CCC(CNC(=O)C(CC(C)C)N3Cc4ccccc4C3=O)CC2)c1 (centres undefined)	7%	4%	nt	11%	nt	-34	nt
CCCCCCCCN1C(=O)[C@H](CC(=O)NCc2cccc3ccccc23)C[C@@]2(C(=O)OCC)CCCC=C12	6%	nt	nt	nt	-6%	17	nt
Cn1c(SCC(=O)NCc2ccco2)nnc1-c1cccs1	2%	-11%	6%	?	-10%	-23	-13%
COC(=O)c1ccc(/C=N/n2cnnc2)cc1	1%	6%[11.4 µM]	0%	?	3%	20	-2%
O=C(O)c1cccc([N+](=O)[O-])c1C(=O)Nc1nc2ccccc2s1	12%	8%	3%	2%	-2%	77	-19%
CCCC(=O)Nc1ccc2oc(-c3cccnc3)nc2c1	-5%	5%	2%	3%	3%	85	?
CCOC(=O)CC(NC(=O)c1cc2cc(OC)ccc2oc1=O)c1ccc(OC)cc1 (centres undefined)	-15%	-9%	nt	-3%	nt	5	nt
Cc1cccc(C(=O)OCC(=O)N2CCN(C(=O)c3ccco3)CC2)c1O	6%	nt	nt	nt	-2%	-8	-2%

Copied from the list:
For AMA1 RON2 block, `CCCCCCCCN1C(=O)[C@H](CC(=O)NCc2cccc3ccccc23)C[C@@]2(C(=O)OCC)CCCC=C12` is entered as -6%
For HCMV antiviral, `O=C(O)c1cccc([N+](=O)[O-])c1C(=O)Nc1nc2ccccc2s1` is entered as 77
For TbPYK inhibitor, `CCOC(=O)CC(NC(=O)c1cc2cc(OC)ccc2oc1=O)c1ccc(OC)cc1` (centres undefined) is entered as -15%
For AMA1 RON2 block, `Cn1c(SCC(=O)NCc2ccco2)nnc1-c1cccs1` is entered as -10%
For AMA1 RON2 block, `CCCC(=O)Nc1ccc2oc(-c3cccnc3)nc2c1` is entered as 3%
For AMA1 RON2 block, `Cc1cccc(C(=O)OCC(=O)N2CCN(C(=O)c3ccco3)CC2)c1O` is entered as -2%

Looked up by structure from the list above, two records:
SMILES	TbPYK inhibitor	Sm TGR inh	LmPK inhibitor	AmpC detergent	AMA1 RON2 block	HCMV antiviral	AmpC inh no detg
O=C(O)c1cccc([N+](=O)[O-])c1C(=O)Nc1nc2ccccc2s1	12%	8%	3%	2%	-2%	77	-19%
COC(=O)c1ccc(/C=N/n2cnnc2)cc1	1%	6%[11.4 µM]	0%	?	3%	20	-2%
